Compound activity: PubChem, several laboratories
APP 5'UTR act = activates APP 5'UTR luciferase reporter | SH-SY5Y APP 5'UTR luciferase reporter, luminescence; zero percent = DMSO vehicle wells | activation, % at 2 µM | 190,000 tested, 1% active;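 active means activation above a set limit, based on mean plus 3 SD of controls, cut at about 140% in these data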; further: values of inactives mirror those of a sister screen read the other way
FLuc stim CS = affects firefly luciferase, flagging false hits in luciferase stimulation screens; activation factor at 10 µM; 200,000 tested, under 10 active; ATPlite luciferase biochemical, luminescence, 10 min; 0 = ATP-free wells, 1 = DMSO control; P08659;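 active means luciferase activation factor, scaled between plate controls, of at least 2 with compound at 10 µM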
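Material: Luciferase/luciferin reagent mix | Doses: Test compounds dosed from 2 mM stocks in 100% DMSO | Timing: 10 min incubation after luciferase reagent addition, room temperature | Measured by: Luminescence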
APP 5UTR inh = APP translation inhibition; SH-SY5Y APP 5'UTR-luciferase reporter, luminescence; inhibition, % at 2 µM; 190,000 tested, 0.82% active;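 active means inhibition above a set limit, derived from the sample mean plus 3 SD, cut at about 45% in these data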; further: values of inactives mirror those of a sister screen read the other way
FLuc inh counter = counter-screen for luciferase assay inhibitors: firefly luciferase inhibition | ATPLite firefly luciferase biochemical luminescence, 10 min | inhibition, % at 10 µM | 200,000 tested, 1.5% active | AID 1006;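 active means inhibition above about 50% when tested at 10 µM, limit read from the data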
Diaphorase inh = counter-screen for diaphorase-based assays: diaphorase inhibitors and chemical oxidizers; inhibition, % at 20 µM; 190,000 tested, 0.69% active; diaphorase resazurin-to-resorufin fluorescence, NADH, 16 min; bacterial (C. kluyveri) enzyme, not human; AID 1217;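 active means primary screen inhibition at 20 µM above a set limit, cut at about 50% in these data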;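 further: plate controls were DMSO with full reaction for no effect and wells lacking NADH for full effect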
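Assay system: diaphorase enzyme from Clostridium kluyveri. Quantity: enzyme working solution with 0.14 U/mL diaphorase. Schedule: reaction incubation of 16 min at room temperature. Technique: resorufin fluorescence, excitation 544 nm, emission 590 nm. Controls: No-NADH positive control and DMSO neutral control.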
NF-kB expr up = compounds increasing NF-kB expression in human neuronal cells; NF-kB reporter expression; hits give high values; fold change at 12.5 µM; 190,000 tested, 1.6% active; AID 1239; in the data active means fold change above about 3.3
TLR4 MyD88 comp = inhibitors of human TLR4-MyD88 binding; O00206+Q99836; HeLa CL3-4 TLR4/MyD88 BLA complementation, FRET ratio; inhibition, % at 8.4 µM; 200,000 tested, 0.18% active; AID 861; in the data active means inhibition above about 25%;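 further: 0% = vehicle and 100% = reference inhibitor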
Target sequence (O00206 whole entry, looked up): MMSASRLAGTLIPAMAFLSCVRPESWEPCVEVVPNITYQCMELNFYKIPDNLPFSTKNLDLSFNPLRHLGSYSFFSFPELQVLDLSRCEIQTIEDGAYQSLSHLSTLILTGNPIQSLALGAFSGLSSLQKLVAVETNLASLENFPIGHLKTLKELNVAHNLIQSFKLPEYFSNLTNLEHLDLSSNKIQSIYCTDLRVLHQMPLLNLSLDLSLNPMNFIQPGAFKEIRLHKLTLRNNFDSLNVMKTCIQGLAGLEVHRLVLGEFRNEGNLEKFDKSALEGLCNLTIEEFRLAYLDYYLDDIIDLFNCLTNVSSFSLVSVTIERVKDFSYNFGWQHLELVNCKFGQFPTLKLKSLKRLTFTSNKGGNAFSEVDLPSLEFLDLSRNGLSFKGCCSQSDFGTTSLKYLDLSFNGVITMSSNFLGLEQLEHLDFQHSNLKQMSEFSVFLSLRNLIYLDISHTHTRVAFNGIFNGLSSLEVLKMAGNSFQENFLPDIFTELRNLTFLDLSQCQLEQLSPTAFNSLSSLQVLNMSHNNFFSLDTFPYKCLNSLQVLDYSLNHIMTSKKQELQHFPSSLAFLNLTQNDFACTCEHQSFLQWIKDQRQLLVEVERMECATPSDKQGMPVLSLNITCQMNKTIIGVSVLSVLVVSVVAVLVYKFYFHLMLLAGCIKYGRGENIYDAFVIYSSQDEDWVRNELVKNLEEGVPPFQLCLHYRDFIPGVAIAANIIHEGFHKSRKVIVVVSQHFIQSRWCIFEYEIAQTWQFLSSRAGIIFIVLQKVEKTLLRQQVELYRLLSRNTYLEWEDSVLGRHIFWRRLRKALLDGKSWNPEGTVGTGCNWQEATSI
Target sequence (Q99836 whole entry, looked up): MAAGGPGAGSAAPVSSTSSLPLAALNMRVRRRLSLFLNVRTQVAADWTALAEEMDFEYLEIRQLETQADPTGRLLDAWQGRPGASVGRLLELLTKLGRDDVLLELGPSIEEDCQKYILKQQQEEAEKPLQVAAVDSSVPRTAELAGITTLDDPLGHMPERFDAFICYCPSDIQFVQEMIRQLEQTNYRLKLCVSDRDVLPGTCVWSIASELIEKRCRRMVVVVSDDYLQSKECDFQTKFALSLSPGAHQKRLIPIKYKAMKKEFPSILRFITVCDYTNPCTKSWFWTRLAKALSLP
STAT1 act = increases IFN-gamma driven STAT1 reporter signal. NIH 3T3 STAT1-luciferase reporter, luminescence; 100% = IFN-gamma alone, no compound. activation (% of control), % at 5.5 µM. 200,000 tested, 2.6% active. AID 932;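 active means activation above the screen-wide mean activation plus 3 SD, cut at about 130% in these data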;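 further: raw ratio to IFN-gamma control signal so 100% means no change and 0% no light; values of inactives mirror those of a sister screen read the other way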
G6PDH CS = L. mesenteroides G6PDH inhibition counter-screen. Purified L. mesenteroides G6PDH, diaphorase/resazurin coupled fluorescence, 45 min. inhibition, % at 5 µM. 200,000 tested, 0.12% active. AID 1020; in the data active means inhibition above about 50%
Diaphorase act = counter-screen for diaphorase-based assays: diaphorase activators and chemical reducers; Diaphorase/resazurin coupled assay, resorufin fluorescence, 16 min; hits give high values; 1 = vehicle wells, 0 = NADH-free wells; activation factor at 20 µM; 190,000 tested, 0.005% active;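 active means diaphorase activity raised at least twofold by the compound at 20 µM; inactive means activation factor below 2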
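Material: Clostridium kluyveri diaphorase, purified enzyme; Quantity: enzyme 0.07 U/mL final; Medium: HEPES pH 7.4 buffer with MgCl2 and Tween 20; Dosing: single compound dose of 20 µM, 1% DMSO final; Schedule: 16 min reaction at room temperature; Measured by: red resorufin fluorescence at 544/590 nm excitation/emission.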
Numbers without * were called inactive; . = not tested or not shown.

Start of the data: the first 4 entries, ahead of the listing:
SMILES | APP 5'UTR act | FLuc stim CS | APP 5UTR inh | FLuc inh counter | Diaphorase inh | NF-kB expr up | TLR4 MyD88 comp | STAT1 act | G6PDH CS | Diaphorase act
CC(NC(=O)c1ccc(F)cc1)c1nc2ccccc2n1Cc1ccccc1F (stereo unspecified) | 12 | 1.1 | -12 | -8 | 18 | 1.1 | -2 | 94 | 0 | 0.8
CC(=O)Oc1cccc(N2C(=O)C3CC=CCC3C2=O)c1 (stereo unspecified) | -10 | 1 | 10 | -2 | 18 | 1.1 | 1 | 99 | 6 | 0.8
CCOC(=O)c1ccc(-n2c(N)c(C(=O)NCC3CCCO3)sc2=S)cc1 (stereo unspecified) | 0 | 1 | 0 | -2 | 15 | 1.2 | 0 | 97 | 10 | 0.8
CC(NC(=O)C(=O)N/N=C/c1ccccc1)c1ccccc1 (stereo unspecified) | 7 | 1 | -7 | -4 | 6 | 1.4 | -1 | 94 | 5 | 0.9

The whole of this part, previewed entries included:
SMILES | APP 5'UTR act | FLuc stim CS | APP 5UTR inh | FLuc inh counter | Diaphorase inh | NF-kB expr up | TLR4 MyD88 comp | STAT1 act | G6PDH CS | Diaphorase act
CC(NC(=O)c1ccc(F)cc1)c1nc2ccccc2n1Cc1ccccc1F (stereo unspecified) | 12 | 1.1 | -12 | -8 | 18 | 1.1 | -2 | 94 | 0 | 0.8
CC(=O)Oc1cccc(N2C(=O)C3CC=CCC3C2=O)c1 (stereo unspecified) | -10 | 1 | 10 | -2 | 18 | 1.1 | 1 | 99 | 6 | 0.8
CCOC(=O)c1ccc(-n2c(N)c(C(=O)NCC3CCCO3)sc2=S)cc1 (stereo unspecified) | 0 | 1 | 0 | -2 | 15 | 1.2 | 0 | 97 | 10 | 0.8
CC(NC(=O)C(=O)N/N=C/c1ccccc1)c1ccccc1 (stereo unspecified) | 7 | 1 | -7 | -4 | 6 | 1.4 | -1 | 94 | 5 | 0.9
CC(=O)N1CCc2cc(S(=O)(=O)NC(C(=O)Nc3ccc4c(c3)OCCO4)C(C)C)ccc21 (stereo unspecified) | -13 | 1 | 13 | 1 | 9 | 0.82 | 2 | 97 | 1 | 0.9
CC(n1cnnn1)C12CC3CC(CC(C3)C1)C2 (stereo unspecified) | -7 | 1.1 | 7 | -10 | 6 | 1.1 | -2 | 101 | 0 | 0.9
Nc1nnc(SCCOc2cccc(Br)c2)s1 | 15 | 1 | -15 | 5 | 23 | 1.8 | -12 | 115 | 8 | 0.8
NNC(=O)[C@@H]1C[C@@H]1c1ccccc1 | 19 | 1 | -20 | -1 | 14 | 1.3 | -4 | 90 | 10 | 0.9
O=C(NCCN1CCOCC1)c1csc2c1CCCCC2 | -1 | 1.1 | 1 | -7 | 12 | 1.2 | 8 | 105 | 3 | 0.9
O=C(CCCNS(=O)(=O)c1ccc(Cl)c(Cl)c1)NCCc1ccccn1 | 6 | 1 | -6 | 3 | 5 | 0.99 | 9 | 99 | 7 | 0.9
Nc1cc(Cl)nc(N/N=C/c2ccccc2[N+](=O)[O-])n1 | 42 | 1 | -42 | 2 | 20 | 0.74 | 1 | 126 | 8 | 0.8
CCCC(=O)NC(Nc1ccccc1F)C(Cl)(Cl)Cl (stereo unspecified) | 6 | 1 | -6 | -4 | 1 | 1.2 | 3 | 89 | 1 | 1
COc1ccc(-c2cc(=O)oc3cc(OCC(C)=O)ccc23)cc1 | -2 | 1.1 | 2 | -6 | 12 | 1 | 19 | 103 | -5 | 0.9
O=C(O)c1ccccc1Sc1ncnc2sc3c(c12)CCC3 | 1 | 1.1 | -1 | -7 | 15 | 1.1 | -4 | 92 | 3 | 0.8
COc1ccccc1NS(=O)(=O)N(C)C | -22 | 1 | 22 | -3 | 4 | 1.8 | 2 | 102 | 4 | 1
CCCCc1nc2ccccc2c(NC(=O)CN2CCN(C)CC2)c1CCC | -5 | 1.1 | 5 | -6 | 20 | 1.5 | 1 | 99 | 1 | 0.8
O=C(COC(=O)C1=COCCO1)Nc1ccc(OC(F)F)cc1 | 0 | 1 | 0 | -2 | 0 | 1.1 | 6 | 103 | 8 | 1
OCCNCCCOc1ccc(Cl)cc1Br | 5 | 1.1 | -5 | -7 | 16 | 0.88 | 12 | 99 | 3 | 0.8
COc1ccccc1CNC(=O)CCN1C(=O)COc2ccccc21 | 11 | 1.1 | -11 | -9 | 6 | 1.1 | -7 | 101 | -2 | 0.9
COc1ccc(OC)c(CN2CCCC(C(=O)N3CCCCC3)C2)c1 (stereo unspecified) | -8 | 1.1 | 8 | -7 | 25 | 1.1 | -18 | 100 | 9 | 0.8
CC(=O)/C(=N\Nc1cccc(Cl)c1)Sc1cccc2cccnc12 | 0 | 1 | 0 | -4 | 7 | 1 | -9 | 90 | -5 | 0.9
CCCCc1ccc(NC(=S)NCc2ccc(OC)cc2)cc1 | 24 | 1 | -24 | -1 | 9 | 1.1 | 8 | 103 | 9 | 0.9
Cc1ccccc1NC(=S)NCc1cccs1 | 4 | 1.1 | -4 | -12 | 12 | 0.92 | 4 | 100 | 19 | 0.9
Cc1ccc(C(C2=C(O)CC(C)(C)CC2=O)C2C(=O)CC(C)(C)CC2=O)s1 (stereo unspecified) | 5 | 1.1 | -4 | -10 | 8 | 1.1 | -3 | 110 | 8 | 0.9
O=C(NC1CCCCCC1)C(=S)NCc1ccccc1 | 28 | 0.9 | -28 | 8 | -10 | 1.8 | 8 | 113 | 1 | 1.1
CC1CCN(c2cc(N3CCC(C)CC3)c([N+](=O)[O-])cc2/C=C(\C#N)c2nn(-c3ccccc3)c(N)c2C#N)CC1 | -3 | 1.1 | 3 | -7 | 14 | 1.1 | 4 | 105 | 4 | 0.9
COc1ccc(-n2c(C)cc(C(=O)CN3CCC(C)CC3)c2C)cc1 | 0 | 1.1 | 0 | -9 | 14 | 1.4 | -11 | 106 | 6 | 0.9
Cc1nnc(SCC(=O)NCc2ccco2)n1Cc1ccccc1 | 5 | 1.1 | -5 | -7 | 0 | 0.95 | 4 | 96 | 4 | 1
CN(C)S(=O)(=O)c1cccc(NC(=O)c2cc(-c3cccs3)nn2-c2cccc(Cl)c2)c1 | -4 | 1 | 4 | -4 | 7 | 0.95 | -5 | 100 | 1 | 0.9
CC(=O)Nc1ccc(S(=O)(=O)Oc2ccc(/C=N/NC(=O)c3ccc(Cl)cc3)cc2)cc1 | 14 | 1 | -14 | -3 | 10 | 1 | -3 | 98 | -9 | 0.9
COc1ccc2cc3cc(C(=O)NCc4ccco4)oc3nc2c1 | -6 | 1.1 | 6 | -6 | 7 | 1.4 | 3 | 109 | 4 | 0.9
COc1ccc(Cc2nn3c(-c4cc(OC)c(OC)c(OC)c4)nnc3s2)cc1 | 1 | 1.1 | -1 | -8 | 13 | 0.55 | -15 | 93 | -39 | 0.9
N#C/C(=C/c1cc[nH]c1)C(N)=S | 39 | 1.1 | -39 | -6 | 5 | 0.89 | 16 | 99 | 1 | 1
Oc1ccc(C2Nc3cccc4cccc(c34)N2)c(O)c1 | 5 | 1.1 | -5 | -7 | 50 | 0.83 | 7 | 89 | 13 | 0.5
CC(C)CCNC(=O)NC(=O)COc1c(F)c(F)cc(F)c1F | 11 | 1 | -11 | -5 | 11 | 1.1 | 6 | 100 | 7 | 0.9
COc1ccccc1-n1cnnc1SCC(=O)Nc1cccnc1Cl | 4 | 1 | -4 | -3 | 5 | 1.1 | -13 | 89 | 6 | 0.9
Cc1cccc(SCC(=O)Nc2ccccc2[N+](=O)[O-])c1 | 3 | 1 | -3 | 2 | 6 | 1.1 | -10 | 97 | 13 | 0.9
Cc1nc(-c2ccc(Br)cc2)ccc1C(=O)O | -6 | 1 | 6 | -4 | 9 | 0.91 | -13 | 99 | -2 | 0.9
COc1cccc(-c2nc(CS(=O)(=O)CC(=O)NCc3ccccc3)c(C)o2)c1 | 4 | 1 | -4 | -4 | 6 | 0.98 | -6 | 99 | -20 | 0.9
CS(=O)(=O)c1ccc(Cl)c(NC(=O)COC(=O)CNC(=O)c2ccccc2)c1 | 17 | 1.1 | -17 | -8 | 14 | 1.3 | -3 | 91 | 5 | 0.9
O=C(NCc1ccc2c(c1)OCO2)c1ccc(-c2ccc(Cl)cc2)o1 | -10 | 1 | 10 | -4 | 29 | 1.2 | 5 | 104 | 2 | 0.7
CS(=O)(=O)c1ccc(C(=O)NC2CCCc3ccccc32)cc1 (stereo unspecified) | 47 | 1.1 | -47 | -5 | -15 | 1 | 0 | 97 | 6 | 1.2
COc1ccc(-c2nnc(SCC(=O)NCc3ccco3)o2)cc1 | 10 | 1 | -10 | -5 | 7 | 1.3 | 7 | 104 | 12 | 0.9
Cc1ccc2nc(NCCCO)[nH]c2c1 | 17 | . | -17 | . | . | . | 3 | 105 | . | .
Cc1ccccc1OCCC(=O)Nc1c(C)n(C)n(-c2ccccc2)c1=O | 0 | . | 0 | . | . | 0.99 | -1 | 99 | . | .
COc1ccccc1NC(=S)NC1CCCCC1 | 25 | 1 | -25 | 1 | 11 | 0.92 | 0 | 100 | 5 | 0.9
COc1ccccc1/C=C/C(=O)NC(=S)NCC1CCCO1 (stereo unspecified) | -1 | 1 | 2 | -2 | 30 | 1.3 | -2 | 93 | -1 | 0.7
CCOC(=O)C1CCCN(C2CC(=O)N(c3cccc(C)c3)C2=O)C1 (stereo unspecified) | -10 | 1 | 10 | -4 | 16 | 1.2 | 4 | 102 | 0 | 0.8
CCOC(=O)C(C)Sc1nc(N)c(NC(=O)c2ccc(OC)c(OC)c2)c(=O)[nH]1 (stereo unspecified) | -18 | 1.1 | 18 | -10 | 11 | 0.97 | -7 | 106 | -17 | 0.9
CO/N=C/C(=N\Nc1ccc(OC)cc1)C(=O)c1ccc(OC)cc1 | -9 | 1 | 9 | -4 | 20 | 0.81 | -5 | 95 | 4 | 0.8
COc1cc(OC)cc(-c2nn[nH]n2)c1 | -16 | 1 | 16 | -5 | 16 | 1.1 | 7 | 95 | 9 | 0.8
CNC(=O)CSc1nc(-c2ccccc2)c(-c2ccccc2)[nH]1 | 18 | 1.1 | -18 | -10 | 0 | 1.2 | 3 | 98 | 4 | 1
Cc1cc(N2CC(C)OC(C)C2)n2cc(-c3ccccc3)nc2n1 (stereo unspecified) | -4 | 0.6 | 4 | 41 | 6 | 1.4 | -9 | 113 | 1 | 0.9
O=C(CSc1nnc(Nc2ccccc2)s1)Nc1ccc(S(=O)(=O)N2CCOCC2)cc1 | 1 | 1 | -1 | 4 | 30 | 0.75 | 2 | 103 | -4 | 0.7
COC(=O)c1ccccc1N=C(SC)N(C)C | 6 | 1.1 | -6 | -7 | 16 | 1 | 8 | 97 | 4 | 0.8
Cc1onc(-c2ccccc2Cl)c1C(=O)OCC(=O)N1CCCc2ccccc21 | 15 | 1.1 | -15 | -9 | 19 | 0.78 | 2 | 100 | 0 | 0.8
O=C1Nc2ccc(Cl)cc2/C1=C/C1CC=CCC1 (stereo unspecified) | 0 | 1.1 | 0 | -5 | 28 | 1.4 | -9 | 100 | 0 | 0.7
